# From PubChem BioAssay
# Mtb FBA inh = Mtb FBA enzyme inhibitors, primary screen, biochemical, fluorescence, strain H37Rv; Fructose-bisphosphate aldolase (Mycobacterium tuberculosis (strain ATCC 25618 / H37Rv)), …; actives 2.3% (n = 360,000); inhibition, % at 1 µM; AID 588726, 2011; purified M. tuberculosis FBA, fluorescence read-out; in the data active = inhibition above about 27%;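 also: 0% = vehicle and 100% = reference inhibitor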
# Target sequence (P9WQA3 whole entry, looked up): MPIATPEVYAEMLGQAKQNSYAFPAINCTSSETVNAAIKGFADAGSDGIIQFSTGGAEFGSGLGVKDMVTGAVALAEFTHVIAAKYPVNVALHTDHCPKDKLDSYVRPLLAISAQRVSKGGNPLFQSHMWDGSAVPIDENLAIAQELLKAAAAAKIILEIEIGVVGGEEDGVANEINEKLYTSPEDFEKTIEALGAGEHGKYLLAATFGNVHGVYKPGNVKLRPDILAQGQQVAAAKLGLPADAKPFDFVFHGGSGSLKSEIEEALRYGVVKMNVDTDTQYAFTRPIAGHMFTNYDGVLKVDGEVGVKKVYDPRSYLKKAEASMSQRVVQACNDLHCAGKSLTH
# UGM FP inh = M. tuberculosis UGM enzyme inhibitors, primary screen, biochemical, fluorescence polarization, single point; purified UGM, fluorescence polarization probe displacement; inhibition, % at 10 µM; actives 0.06% (n = 320,000); AID 504406, 2011; in the data active = inhibition above about 10%, passing the limit was not always enough; inconclusive = no clear call, values can overlap the other calls
# Target sequence (P9WIQ1 whole entry, looked up): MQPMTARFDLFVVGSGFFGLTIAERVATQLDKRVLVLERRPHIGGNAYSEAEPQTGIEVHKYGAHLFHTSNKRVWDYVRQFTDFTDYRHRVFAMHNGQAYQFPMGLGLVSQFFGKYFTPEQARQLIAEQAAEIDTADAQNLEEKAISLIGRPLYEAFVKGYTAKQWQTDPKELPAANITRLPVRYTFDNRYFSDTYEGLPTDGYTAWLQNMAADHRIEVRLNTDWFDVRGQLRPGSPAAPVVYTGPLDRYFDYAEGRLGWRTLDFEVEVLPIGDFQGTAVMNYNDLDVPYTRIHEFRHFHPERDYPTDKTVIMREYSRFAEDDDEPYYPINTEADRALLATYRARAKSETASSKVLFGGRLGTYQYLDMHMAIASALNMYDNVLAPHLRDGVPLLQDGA
# PfHsp40 rescue = rescue of yeast from PfHsp40 toxicity, primary screen, S. cerevisiae, ATP luminescence; S. cerevisiae expressing PfHsp40, growth rescue; growth rescue, % at 12.5 µM; actives 0.68% (n = 340,000); AID 504582, 2011; in the data active = growth rescue above about 28%, passing the limit was not always enough; inconclusive = no clear call, values can overlap the other calls;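 also: yeast W303a lacking pdr1 and pdr3 grown in galactose medium; growth measured after three days at 30 °C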
# Anthrax LF prot = Bacillus anthracis LF protease inhibitors, primary screen, biochemical, multiplex microsphere, MLPCN library | multiplex microsphere protease cleavage assay | inhibition, % at 10 µM | actives 0.12% (n = 360,000) | AID 588501, 2011; also: plate controls were buffer without enzyme for full effect and enzyme alone for no effect
# FadD28 binding = inhibitors of FadD28 bisubstrate probe binding, primary screen, biochemical, fluorescence polarization, single point | Mycobacterium tuberculosis FadD28 fatty-acid-AMP ligase | inhibition, % at 12.5 µM | actives 0.22% (n = 360,000); in the data active = inhibition above about 8.5%, passing the limit was not always enough; inconclusive = no clear call, values can overlap the other calls
# GDH-TPI inh = GDH-TPI coupling enzyme inhibitors, primary screen, artefact control for M. tuberculosis FBA inhibitor project, biochemical, absorbance, full deck | GDH-TPI coupled enzyme counterscreen, NADH absorbance | inhibition, % at 4.8 µM | actives 1.2% (n = 360,000) | AID 588335, 2011; in the data active = inhibition above about 30%;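 also: 0% = DMSO wells and 100% = wells lacking the enzyme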
# Mtb BioA inh = M. tuberculosis BioA enzyme inhibitors, primary screen, biochemical, plate reader, single point, HTS; inhibition, % at 9.99 µM; actives 0.096% (n = 360,000); 7,8-diaminopelargonic acid synthase BioA (Mycobacterium tuberculosis); purified M. tuberculosis BioA enzyme; in the data active = inhibition above about 40%; inconclusive = no clear call, values can overlap the other calls
# BoNT F protease = BoNT/F light chain protease inhibitors, primary screen, biochemical, flow cytometry, MLPCN library. Botulinum neurotoxin type F light chain protease (Clostridium botulinum). Multiplex microsphere protease cleavage assay. inhibition, % at 10 µM. actives 0.22% (n = 360,000). AID 588497, 2011; in the data active = inhibition above about 35%, passing the limit was not always enough; inconclusive = no clear call, values can overlap the other calls; also: plate controls were buffer without enzyme for full effect and enzyme alone for no effect
# BoNT-A LC inh2 = BoNT/A light chain protease inhibitors, primary screen, biochemical, flow cytometry, MLPCN library; multiplex microsphere protease substrate cleavage; inhibition, % at 10 µM; actives 0.17% (n = 360,000); AID 588499, 2011; also: plate controls were buffer without enzyme for full effect and enzyme alone for no effect
# The depositor's hits bear a star; u = inconclusive; x = not tested or not shown; & = joins results of further samples. Rule as the data show it, unless noted: active = inhibition above about 30%; inconclusive = no clear call, values can overlap the other calls; inactive = below that. The order is random (roughly 4.7% active in at least one column).
SMILES,Mtb FBA inh,UGM FP inh,PfHsp40 rescue,Anthrax LF prot,FadD28 binding,GDH-TPI inh,Mtb BioA inh,BoNT F protease,BoNT-A LC inh2
CCCCn1c(N)c(N(CC(C)C)C(=O)CC(NC(=O)c2ccccc2Cl)c2ccccc2)c(=O)[nH]c1=O (stereo unspecified),-1,x,x,-6,-1.8,6,0.3,5,0.5
CC(C(=O)N1CCOCC1)(c1ccccc1)c1ccccc1,0,1.0,-0.5,-3,-0.4,6,-2.3,6,0.1
CCCCNC(=O)/C(C#N)=C/c1ccc(C(=O)OC)cc1,-2,-2.5,-1.6,-5,-3.6,4,0.9,-7,0.5
C[C@H](CO)N1C[C@H](C)[C@H](CN(C)C(=O)c2ccc(N3CCN(C)CC3)cc2)OCc2cnnn2CCCC1=O,-1,x,x,-4,-0.4,2,0.1&-2.4,-7,-0.1
C=CCNC(=O)CN1CCC(O)(c2ccc(F)cc2)CC1,1,2.7,-0.5,-9,0.4,5,x,-13,-2.1
C=CCn1c(C)nc2c(cnn2-c2ccccc2)c1=O,-2,0.7,0.7,0,-2.6,15,2.3,-12,3.8
CC(C)CCN1CCC(CN2C(=O)C(=O)NC[C@@H]2Cc2ccccc2)CC1,-2,x,-0.6,-6,-3.4,0,-1.1,2,-0.3
COCCNc1nc2cc(-c3ccccc3C)sc2c(=O)n1C,1,x,x,2,-9.2,6,0.2,1,0.1
CC1(C)COC(Nc2cccc(Cl)c2)=N1,3,2.9,0.9,-7,-0.2,-2,0.3,2,0.6
Clc1cc(NCc2cccs2)ccc1N1CCOCC1,-5,-0.2,-1.3,-4,-0.9,15,-1.3,-8,1.2
COc1ccc(N(CC(=O)Nc2ccc(S(=O)(=O)N3CCCCC3)cc2)S(C)(=O)=O)cc1OC,-5,2.2,-0.3,1,-4.8,-18,1.4,1,u
COc1ccccc1NC(=O)CCc1nnc2ccc(N3CCCCC3)nn12,-1,-4.0,-0.1,2,-1.1,9,2.6,-4,1.6
CC1=C(C(=O)Nc2ccc(C(=O)NCCC(C)C)cc2)SCCO1,2,-0.2,0.8,17,-1.5,11,-0.7,-11,-2.4
COCCN(C(=O)COC(=O)CSc1ccccc1)c1c(N)n(Cc2ccccc2)c(=O)[nH]c1=O,1,1.0,1.8,-5,-0.1,4,x,-1,1.5
O=C(CSc1nc(-c2ccccc2)nn1C(=O)c1ccccc1)Nc1cccc([N+](=O)[O-])c1,2,1.2,0.8,-17,1.3,5,8.2,-4,0.0
CN(C)NC(=S)Nc1ccc2nc(-c3ccccn3)c(-c3ccccn3)nc2c1,1,-0.3,-1.6,4,-3.9,19,-3.6,-4,1.9
COc1ccc(Nc2ccc(Cl)nn2)cc1,-2,2.7,0.2,-7,-3.0,-6,1.0,2,-1.5
Cc1cccc(-n2c(C)cc(/C=N\NC(=O)c3cccs3)c2C)c1,0,2.5,0.7,2,-1.2,16,2.3,-5,-0.4
COc1ccc(N(C(=O)c2snc(C(N)=O)c2N)C(C(=O)NCC2CCCO2)c2ccc(C)o2)cc1OC (stereo unspecified),2,1.6,1.1,-6,-1.4,7,6.5,-42,-2.8
COCCNC(=O)c1cn(C)c2ccc(S(=O)(=O)N(C)C3CCCCC3)cc2c1=O,-1,-4.3,0.0,1,-7.3,0,4.7,-7,0.0
NC(=O)c1ccc(NC(=O)COC(=O)C2CC(=O)N(Cc3ccccc3)C2)cc1 (stereo unspecified),-1,3.2,-1.7,-6,-1.3,0,7.3,-5,-1.0
CCN(CC)C(=O)Oc1ccc(NC(=O)N2CCOCC2)cc1,0,0.8,0.6,2,-3.0,4,-2.9,-23,2.2
CC(=O)Nc1ccc(S(=O)(=O)NC(CC(=O)N2CCC3(CC2)OCCO3)C(C)C)cc1 (stereo unspecified),1,2.4,-1.2,-2,-2.2,5,-1.6,-1,-0.1
Cc1ccc(-n2cc(C(=O)c3ccc(F)cc3)nn2)cc1Cl,2,-0.9,-0.1,-2,-0.2,8,-0.6,-31,-1.0
c1ccc(-c2nc(CSc3nnc(-c4cccs4)o3)cs2)cc1,4,-1.1,-1.9,2,-1.9,3,2.6,-4,0.2
# (next part)
SMILES,Mtb FBA inh,UGM FP inh,PfHsp40 rescue,Anthrax LF prot,FadD28 binding,GDH-TPI inh,Mtb BioA inh,BoNT F protease,BoNT-A LC inh2
COc1ccc(C2/C(=C(/O)c3ccc(OC(C)C)cc3)C(=O)C(=O)N2CCCN2CCOCC2)cc1 (stereo unspecified),3,-0.9,1.0,-1,-1.1,11,x,-3,0.0
O=S(=O)(Nc1cccnc1)c1cccc(C(F)(F)F)c1,1,1.0,-0.6,-5,-4.6,-8,x,6,0.6
CCN1CCN(Cc2ccc(NC(=O)c3cc(NC(=O)c4nccnc4N)cc(OC)c3)cc2C(F)(F)F)CC1,2,-2.9,-1.6,1,-22,11,3.9,-16,-0.2
CCCC(CCC)C(=O)NC1CCN(Cc2ccccc2)CC1,-8,-0.8,0.0,-1,-2.5,-9,-1.0,1,0.5
CCO[C@@H]1OC(C(=O)N2CCN(Cc3ccc4c(c3)OCO4)CC2)=C[C@H](C2CCCCC2)[C@H]1CCCO,1,-2.7,0.4,2,-1.7,-1,0.0&-0.1,-2,0.6
O=C(c1ccco1)N1CCN(C(=O)c2ccco2)CC1,2,x,x,0,-1.6,x,x,5,0.8
Cc1c(NC(=S)NC(=O)CSc2ccc(Cl)cc2)cccc1C(=O)O,-3,1.3,-0.6,0,-1.1,-1,-0.9,1,-0.5
CSc1nnc(Cn2c(=O)sc3ccccc32)n1-c1ccccc1,2,2.5,15,-5,-0.3,5,0.6,-8,-1.0
CC(=O)N1CCc2cc(S(=O)(=O)CCC(=O)N3CCC(C)CC3)ccc21,2,1.1,-0.1,-1,-3.6,-7,2.2,-1,0.2
COc1cc2c(cc1N)-c1ccc(N)cc1C2,19,x,0.4,-6,0.3,28,x,-8,-0.2
O=C(O)c1ccccc1C(=O)Nc1n[nH]c(=S)s1,-1,3.0,-0.2,-3,-2.2,23,-0.9,2,0.1
Cc1ccc(C(=O)C2C(c3ccc(-c4ccccc4[N+](=O)[O-])o3)NC(=O)NC2(O)C(F)(F)F)cc1 (stereo unspecified),1,-0.7,-1.1,0,-7.3,4,2.5,-39,-2.7
CN1CCCC(C#CC(O)(c2ccccc2)c2ccccc2)C1 (stereo unspecified),4,0.5,-1.7,-2,-1.0,1,x,-24,-3.9
Cc1ccc(Cl)cc1N1CCN(S(=O)(=O)c2c(C)[nH]c(=O)[nH]c2=O)CC1,-2,2.0,-1.6,0,-4.2,1,-1.0,1,u
O=C(NCCOc1ccccc1)c1n[nH]c(=O)c2ccccc12,1,0.8,-0.2,-1,-2.8,4,x,-4,-1.0
CCOCCCn1cc(C(=O)c2cc(Br)ccc2O)cc(C#N)c1=O,-1,2.7,-1.1,-3,0.0,15,x,0,0.9
Cc1ccc2c(c1)C(=NC1CCCCC1)c1cc3ccccc3nc1-2,-2,-2.1,3.8,1,-0.3,14,x,-3,-0.1
CCN(CC)S(=O)(=O)c1ccc(C)c(NC(=O)COC(=O)[C@@H]2CCCN2C(=O)c2cccs2)c1,0,-3.0,1.1,-2,-3.0,1,x,3,0.2
CCCN(CC(=O)Nc1cc(Cl)ccc1Cl)C(=O)c1ccccc1SCC(=O)N1CCCC1,0,x,x,-1,-2.7,-4,x,-10,-5.8
Cc1cc(Nc2ccccc2)nc(N2CCN(C(=O)c3ccc4c(c3)OCO4)CC2)n1,4,-0.1,-1.1,-3,-3.2,4,0.2,4,5.7
CCOc1cc(N2CCOCC2)c(OCC)cc1NC(=O)Cc1ccc(OC)c(OC)c1,5,3.5,1.1,-3,-1.7,8,3.1,-13,1.4
O=[N+]([O-])c1ccc(S(=O)(=O)N/N=C/c2ccco2)cc1,0,0.4,-0.8,0,-1.9,0,x,-3,-0.2
Cc1nc(C(=O)NNC(=O)c2cccc(Cl)c2)c(C(F)(F)F)o1,-4,0.9,-0.7,13,-2.3,14,-0.8,u,-0.2
CC(=O)NS(=O)(=O)c1ccc(N=c2ssc3c2-c2cc(C)ccc2NC3(C)C)cc1,3,x,0.3,-3,3.7,16,-4.9,-4,-0.4
CCN1CCN(c2ccc(S(=O)(=O)N3CCCCC3)cc2NC(=O)COc2ccc(Cl)c(C)c2)CC1,0,-1.6,-0.6,-5,-3.4,2,-6.5,1,2.2

# A second format for part of the listing above.
Compound	Mtb FBA inh	UGM FP inh	PfHsp40 rescue	Anthrax LF prot	FadD28 binding	GDH-TPI inh	Mtb BioA inh	BoNT F protease	BoNT-A LC inh2
COc1ccc(C2/C(=C(/O)c3ccc(OC(C)C)cc3)C(=O)C(=O)N2CCCN2CCOCC2)cc1 (stereo unspecified)	3	-0.9	1.0	-1	-1.1	11	x	-3	0.0
O=S(=O)(Nc1cccnc1)c1cccc(C(F)(F)F)c1	1	1.0	-0.6	-5	-4.6	-8	x	6	0.6
CCN1CCN(Cc2ccc(NC(=O)c3cc(NC(=O)c4nccnc4N)cc(OC)c3)cc2C(F)(F)F)CC1	2	-2.9	-1.6	1	-22	11	3.9	-16	-0.2
CCCC(CCC)C(=O)NC1CCN(Cc2ccccc2)CC1	-8	-0.8	0.0	-1	-2.5	-9	-1.0	1	0.5
CCO[C@@H]1OC(C(=O)N2CCN(Cc3ccc4c(c3)OCO4)CC2)=C[C@H](C2CCCCC2)[C@H]1CCCO	1	-2.7	0.4	2	-1.7	-1	0.0&-0.1	-2	0.6
O=C(c1ccco1)N1CCN(C(=O)c2ccco2)CC1	2	x	x	0	-1.6	x	x	5	0.8
Cc1c(NC(=S)NC(=O)CSc2ccc(Cl)cc2)cccc1C(=O)O	-3	1.3	-0.6	0	-1.1	-1	-0.9	1	-0.5
CSc1nnc(Cn2c(=O)sc3ccccc32)n1-c1ccccc1	2	2.5	15	-5	-0.3	5	0.6	-8	-1.0
CC(=O)N1CCc2cc(S(=O)(=O)CCC(=O)N3CCC(C)CC3)ccc21	2	1.1	-0.1	-1	-3.6	-7	2.2	-1	0.2
COc1cc2c(cc1N)-c1ccc(N)cc1C2	19	x	0.4	-6	0.3	28	x	-8	-0.2
O=C(O)c1ccccc1C(=O)Nc1n[nH]c(=S)s1	-1	3.0	-0.2	-3	-2.2	23	-0.9	2	0.1

# Continuation:
SMILES,Mtb FBA inh,UGM FP inh,PfHsp40 rescue,Anthrax LF prot,FadD28 binding,GDH-TPI inh,Mtb BioA inh,BoNT F protease,BoNT-A LC inh2
O=C(NC1CCCCC1)C(c1ccccn1)N(C(=O)c1csnn1)C1CCCCC1 (stereo unspecified),-2,-2.2,0.4,-6,-2.4,-2,x,-2,-0.4
CCOc1cc(C(=O)N(CC)CC(=O)Nc2c(F)cccc2F)ccc1OCC(=O)N1CCOCC1,3,x,-1.5,x,0.8,7,-0.7,x,x
Cc1cc(=O)oc2c(C)c(OCC(=O)NCCc3ccc(S(N)(=O)=O)cc3)ccc12,13,1.4,-0.4,4,-1.2,10,-3.1,5,3.7
O=C(O)CCn1c(=O)c2ccccc2c2ccccc2c1=O,-4,-0.6,0.1,-3,1.5,-1,-1.6,12,0.2
COc1ccccc1NC(=S)N1CCN(Cc2ccc3c(c2)OCO3)CC1,0,0.4,0.3,-1,-0.8,5,0.8,-3,0.5
CCC1SC2=NC(C)=C(C(=O)OCCOC)C(/C=C/c3ccccc3OC)N2C1=O (stereo unspecified),-3,3.0,-0.5,-5,-0.7,9,-1.1,-8,0.5
